GLP1R ag – qHTS of GLP-1 Receptor Agonists; hit rate 0.007% among 380,000; HEK293 GLP-1R CRE-luciferase, luminescence, 4-6 h; cells express a hypersensitive GLP-1R form; Potency, µM (series often up to 45.6 µM), for inactives: top-dose activation, most hits filed as activators; AID 624172, 2012; further: potency means the concentration at half of the fitted maximal effect; % of control where 0% means no effect
Target sequence (P43220 whole entry, looked up): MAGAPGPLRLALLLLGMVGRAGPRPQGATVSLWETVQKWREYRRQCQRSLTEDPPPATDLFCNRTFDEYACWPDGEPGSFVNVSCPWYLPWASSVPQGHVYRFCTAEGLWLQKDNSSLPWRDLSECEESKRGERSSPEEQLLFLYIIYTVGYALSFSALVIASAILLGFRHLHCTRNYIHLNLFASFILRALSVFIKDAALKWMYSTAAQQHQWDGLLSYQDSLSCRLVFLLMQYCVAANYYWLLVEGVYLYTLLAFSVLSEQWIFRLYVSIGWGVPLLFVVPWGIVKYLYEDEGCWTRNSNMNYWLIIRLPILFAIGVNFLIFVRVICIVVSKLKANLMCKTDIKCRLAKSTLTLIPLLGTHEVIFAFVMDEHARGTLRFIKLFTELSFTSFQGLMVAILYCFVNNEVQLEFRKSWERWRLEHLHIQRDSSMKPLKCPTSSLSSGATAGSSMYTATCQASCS
aSyn yeast inh – qHTS of alpha-syn Inhibitors | hit rate 0.14% among 370,000 | Potency, µM (top dose mostly 46.1 µM), for the others: top-dose growth rescue (activation), usual class: activators | AID 652106, 2013 | Yeast expressing alpha-synuclein, growth rescue, BacTiter-Glo, 24 h; further: potency means the concentration at half of the fitted maximal effect; % of control where 0% means no effect; nearly all actives have a fitted effect of over 65% in size
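Screening used galactose-induced yeast with toxic alpha-synuclein levels, exposed to compound for 24 hr at 30 deg C. Cell growth, read with BacTiter-Glo luminescence, gave the measured signal.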
TDP43 rescue – qHTS of TDP-43 Inhibitors. TDP-43 expressing yeast growth rescue, BacTiter-Glo, 24 h. AID 652104, 2013. hit rate 1.8% among 410,000. Potency, µM (highest dose often 46.1 µM), without a hit: top-dose growth rescue (activation), actives largely listed as activators; further: potency means the concentration at half of the fitted maximal effect; % of control where 0% means no effect; nearly all actives have a fitted effect of over 50% in size
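Cell-based yeast growth screen: TDP-43 expression induced in galactose, inoculum OD600=0.02 after raffinose pregrowth to mid-log. Read-out BacTiter-Glo luminescence at 24 hr, 30 deg C; inhibition of toxicity seen as signal increase.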
DRD3 antagonist – qHTS of D3 Dopamine Receptor Antagonist: qHTS. D(3) dopamine receptor (Homo sapiens), P35462. D3R cells, DiscoveRx beta-arrestin luminescence, antagonist mode; stronger effect = lower value. max response, negative = inhibition, %. hit rate 2.5% among 360,000. AID 652054, 2013; in the data active means max response below about -50%; inconclusive means no clear call, values can overlap the other calls; further: on the % scale 0 is the no-effect control and ±100 the full control effect; mostly tested at two doses, the higher about 12 µM
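Cells plated overnight at 1500 cells/well, then exposed to library compounds with dopamine controls for 90 minutes at 37 degrees C. DiscoveRx reagent added for 30–60 minutes at room temperature; luminescence read, quantitative HTS format.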
GLP1R cytotox – qHTS of GLP-1 Receptor Inverse Agonists: Cytotox Screen; Potency, µM (highest dose often 38.3 µM), for inactives: at the top dose activity change, negative = inhibition, hits mostly inhibitors; HEK293 cAMP-luciferase reporter cells, luminescence, 24 h; AID 624418, 2012; hit rate 0.13% among 410,000;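 further: loss of luciferase light is scored as toxicity; potency means the concentration at half of the fitted maximal effect; on the % scale 0 is the no-effect control and ±100 the full control effect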
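Here, cytotoxicity is scored as loss of luminescence. The MLSMR collection was tested on cells seeded in medium containing 10% Nu serum, with a 24 hr compound exposure preceded by 12 hours of culture.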
KB-V1 MDR tox – qHTS assay for MDR1-selective chemotherapeutics: Primary screen using the drug-selected MDR subline cells KB-V1. AID 1347076, 2019. Potency, µM (highest dose often 46.1 µM), inactives show top-dose activity change, negative = cytotoxicity, hits mostly cytotoxic. hit rate 3.4% among 400,000. KB-V1 MDR cells viability, CellTiter-Glo, 72 h; further: potency means the concentration at half of the fitted maximal effect; on the % scale 0 is the no-effect control and ±100 the full control effect; nearly all actives have a fitted effect of over 60% in size
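Cells of the MDR subline KB-V1 are plated, dosed with compound at multiple concentrations, and incubated 72 h at 37 degrees C; CellTiter-Glo is then added and luminescence read after 10 min.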
DRD3 agonist – qHTS of D3 Dopamine Receptor Agonist: qHTS. D(3) dopamine receptor (Homo sapiens), P35462. D3R DiscoveRx beta-arrestin cells, luminescence, 90 min. max activation, %. hit rate 0.58% among 410,000; in the data active means max activation above about 30%; further: 0% is about no effect; mostly tested at two doses, the higher about 12 µM
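Agonist-mode cell screen: cells plated at 1500/well and incubated overnight at 37 °C, then exposed to library compounds for 90 min at 37 °C. Detection reagent was added for 30–60 min at room temperature, and luminescence was read.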
GLP-1R inv ag – qHTS of GLP-1 Receptor Inverse Agonists (Inhibition Mode). AID 624417, 2012. Glucagon-like peptide 1 receptor (Homo sapiens), P43220. Potency, µM (series often up to 38.3 µM), for the others: at the highest dose activity change, negative = inhibition, hits mostly inhibitors. hit rate 1.6% among 410,000. HEK293 GLP-1R CRE-luciferase, luminescence, 24 h; GLP-1R form is constitutively active; further: potency means the concentration at half of the fitted maximal effect; on the % scale 0 is the no-effect control and ±100 the full control effect; nearly all actives have a fitted effect of over 55% in size
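Seeding at 200 cells/uL, 12 h culture, 24 hr compound treatment, then luciferase reagent and a luminescence read; cells are HEK293 stably expressing a constitutively active GLP-1R plus cAMP-responsive luciferase.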
PTHR1 agonist – qHTS for PTHR1 Agonists: Primary Screen; Parathyroid hormone/parathyroid hormone-related peptide receptor (Homo sapiens), Q03431; HEK293 GP2 PTHR1 cells, GloSensor cAMP luminescence, 1 h; Potency, µM (series often up to 115 µM), inactives show top-dose activation, hits mostly activators; hit rate 0.075% among 410,000; AID 743266, 2014; further: potency means the concentration at half of the fitted maximal effect; nearly all actives have a fitted effect of over 55% in size; some results filed as inactive show a strong effect at the top dose; inactives centre near -15; many of its hits are not listed in these tables
Target sequence (Q03431 whole entry, looked up): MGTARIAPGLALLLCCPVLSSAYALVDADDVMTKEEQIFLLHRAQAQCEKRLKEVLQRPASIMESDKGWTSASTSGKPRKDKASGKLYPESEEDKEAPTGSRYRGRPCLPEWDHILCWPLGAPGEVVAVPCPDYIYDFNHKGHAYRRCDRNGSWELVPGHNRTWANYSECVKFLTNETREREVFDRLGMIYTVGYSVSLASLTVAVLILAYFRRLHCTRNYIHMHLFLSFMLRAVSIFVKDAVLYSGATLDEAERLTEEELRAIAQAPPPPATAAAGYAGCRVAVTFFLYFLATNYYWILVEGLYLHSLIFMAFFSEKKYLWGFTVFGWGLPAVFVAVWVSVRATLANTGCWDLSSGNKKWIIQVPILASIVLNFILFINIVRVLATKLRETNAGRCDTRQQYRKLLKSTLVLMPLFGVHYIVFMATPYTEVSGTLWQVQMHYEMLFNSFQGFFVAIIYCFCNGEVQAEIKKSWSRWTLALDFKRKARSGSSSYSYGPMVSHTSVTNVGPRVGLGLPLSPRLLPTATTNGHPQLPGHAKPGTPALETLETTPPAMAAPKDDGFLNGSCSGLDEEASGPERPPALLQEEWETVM
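HEK-293-derived GP2 cells expressing PTHR1 and a GloSensor cAMP reporter, 3,000/well, plated overnight, given luciferin plus IBMX (each 0.5 mM as added) for 1 h at 37 °C, then compound for 1 h at 37 °C. Luminescence was read after 15 min at room temperature.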
Starred values were filed as active, the others as inactive; [ ] = another dose, or the depositor's remark. Unless noted, the call rests on the fitted dose curve; in most records, active means well fitted curve in the direction sought with a large enough effect; inconclusive means small, poorly fitted or top-dose-only effect, or another doubt; inactive means no such curve, though single readings can be large; an effect the other way counts as inactive or inconclusive. Some of the compounds tested. The share of hits here may be higher or lower than overall.

Results for C[C@@H](C(=O)Nc1ccc(SC(F)F)cc1)N1C(=O)C2CCCCC2C1=O (stereo not given in full) ?
GLP1R ag: 2%; aSyn yeast inh: -12%; TDP43 rescue: 0%; DRD3 antagonist: inconclusive; GLP1R cytotox: -3%; KB-V1 MDR tox: -18%; DRD3 agonist: -9; GLP-1R inv ag: inconclusive; PTHR1 agonist: -22%

How did C=C(C)C(=O)Oc1ccc(N=Nc2ccc(C)cc2)ccc1=O do in these assays?
GLP1R ag: -22%; aSyn yeast inh: -68%[inhibitor]; TDP43 rescue: inconclusive; DRD3 antagonist: -2; GLP1R cytotox: inconclusive; KB-V1 MDR tox: inconclusive; DRD3 agonist: 0; GLP-1R inv ag: -10%; PTHR1 agonist: -10%

Results for Cc1ccc(C(=O)N/C(=C\c2ccc(Cl)cc2)C(=O)NCC2CCCO2)cc1 (stereo not given) ?
GLP1R ag: 5%; aSyn yeast inh: -9%; TDP43 rescue: 0%; DRD3 antagonist: -8; GLP1R cytotox: 21%; KB-V1 MDR tox: -21%; DRD3 agonist: -23; GLP-1R inv ag: -14%; PTHR1 agonist: inactive

Results for COC(=O)c1ccccc1NC(=O)CSc1nc(-c2ccco2)cc(C(F)(F)F)n1 ?
GLP1R ag: -5%; aSyn yeast inh: -3%; TDP43 rescue: -9%; DRD3 antagonist: -4; GLP1R cytotox: inconclusive; KB-V1 MDR tox: inconclusive; DRD3 agonist: -5; GLP-1R inv ag: inconclusive; PTHR1 agonist: -10%

What do the screens show for `CN1CC(=O)N(CC(=O)N2CCC(Cc3ccccc3)CC2)C1=O`?
GLP1R ag: 11%; aSyn yeast inh: 1%; TDP43 rescue: -24%; DRD3 antagonist: -23; GLP1R cytotox: 2%; KB-V1 MDR tox: 8%; DRD3 agonist: 2; GLP-1R inv ag: 14%; PTHR1 agonist: -25%

Results for Cc1ccc(OC(C)C(=O)Nc2ccc(S(=O)(=O)N3CCOCC3)cc2)cc1 (stereo not given) ?
GLP1R ag: -3%; aSyn yeast inh: -1%; TDP43 rescue: -3%; DRD3 antagonist: -23; GLP1R cytotox: -3%; KB-V1 MDR tox: -24%; DRD3 agonist: -1; GLP-1R inv ag: inconclusive; PTHR1 agonist: -7%

How did Cc1cc(SCC(=O)N2CCN(C(=O)c3ccco3)CC2)c(C)cc1Br do in these assays?
GLP1R ag: 11%; aSyn yeast inh: -6%[1.84 µM]; TDP43 rescue: 25µM*; DRD3 antagonist: -5; GLP1R cytotox: 5%; KB-V1 MDR tox: -27%; DRD3 agonist: -3; GLP-1R inv ag: inconclusive; PTHR1 agonist: -30%[inhibitor]

What do the screens show for `COc1cc(CC(NC(C)=O)C(=O)NC2CCN(C(=O)c3cc(OC)c(OC)c(OC)c3)CC2)cc(OC)c1` (stereo not given)?
GLP1R ag: 7%; aSyn yeast inh: 1%; TDP43 rescue: -13%[0.397 µM]; DRD3 antagonist: -22; GLP1R cytotox: 3%; KB-V1 MDR tox: 5%; DRD3 agonist: 4; GLP-1R inv ag: 32%[activator]; PTHR1 agonist: inactive

Results for Cc1ccc(S(=O)(=O)N(C)CC(=O)NCc2ccncc2)cc1 ?
GLP1R ag: -10%; aSyn yeast inh: 0%; TDP43 rescue: inconclusive; DRD3 antagonist: 26; GLP1R cytotox: -21%; KB-V1 MDR tox: inconclusive; DRD3 agonist: 1; GLP-1R inv ag: 8%; PTHR1 agonist: -6%[57.5 µM]

What do the screens show for `CC(C)C(=O)Nc1ccc(-c2nnc(-c3ccccc3)o2)cc1`?
GLP1R ag: 12%; aSyn yeast inh: -4%; TDP43 rescue: 2%; DRD3 antagonist: 2; GLP1R cytotox: 0%; KB-V1 MDR tox: -1%; DRD3 agonist: 4; GLP-1R inv ag: -7%; PTHR1 agonist: -23%

Results for COc1cccc(CNC(=O)CSc2nc3c(oc4ccccc43)c(=O)n2CC2CCCO2)c1 (stereo not given) ?
GLP1R ag: -4%; aSyn yeast inh: -3%; TDP43 rescue: 2%; DRD3 antagonist: 4; GLP1R cytotox: -6%; KB-V1 MDR tox: 6%; DRD3 agonist: 1; GLP-1R inv ag: 17%; PTHR1 agonist: inactive

Results for Cc1occc1-c1nnc(SCC(=O)c2cc3ccccc3oc2=O)o1 ?
GLP1R ag: -7%; aSyn yeast inh: 9%; TDP43 rescue: -32%[inhibitor]; DRD3 antagonist: -29; GLP1R cytotox: 7%; KB-V1 MDR tox: 3%; DRD3 agonist: -4; GLP-1R inv ag: -1%; PTHR1 agonist: 0%[57.5 µM]

How did CC(Oc1ccc(Br)cc1)C(=O)N(Cc1ccccc1)c1c(N)n(Cc2ccccc2)c(=O)[nH]c1=O (stereo not given) do in these assays?
GLP1R ag: -2%; aSyn yeast inh: -5%; TDP43 rescue: 2%; DRD3 antagonist: -61*; GLP1R cytotox: -11%; KB-V1 MDR tox: 8%; DRD3 agonist: -5; GLP-1R inv ag: -22%; PTHR1 agonist: inactive

Results for CC(=O)c1cccc(NC(=O)CN2C(=S)NC(C)(C)CC2C)c1 (stereo not given) ?
GLP1R ag: 1%; aSyn yeast inh: 6%; TDP43 rescue: 40%; DRD3 antagonist: -8; GLP1R cytotox: 2%; KB-V1 MDR tox: 2%; DRD3 agonist: 1; GLP-1R inv ag: 5%; PTHR1 agonist: -12%

Results for C=C(Br)Cn1cnc2ccccc21 ?
GLP1R ag: 4%; aSyn yeast inh: -3%; TDP43 rescue: -7%; DRD3 antagonist: -6; GLP1R cytotox: 1%; KB-V1 MDR tox: -6%; DRD3 agonist: -1; GLP-1R inv ag: -7%; PTHR1 agonist: inactive

How did O=C(Nc1ccncc1)c1ccc(Cl)c(S(=O)(=O)N2CCCC2)c1 do in these assays?
GLP1R ag: 20%; aSyn yeast inh: -6%; TDP43 rescue: -10%; DRD3 antagonist: 4; GLP1R cytotox: -6%; KB-V1 MDR tox: inconclusive; DRD3 agonist: 5; GLP-1R inv ag: -15%; PTHR1 agonist: -30%

What do the screens show for `COc1ccc(NC(=O)CC2C(=O)N(c3ccc(F)cc3)C(=O)N2Cc2ccc3c(c2)OCO3)cc1` (stereo not given)?
TDP43 rescue: 1%; GLP1R cytotox: -6%; KB-V1 MDR tox: 14%; DRD3 agonist: 10; GLP-1R inv ag: -22%; PTHR1 agonist: inactive

How did CC(=O)Nc1ccc(S(=O)(=O)N2CCN(c3ccccn3)CC2)cc1 do in these assays?
GLP1R ag: 9%; aSyn yeast inh: -1%; TDP43 rescue: -25%; DRD3 antagonist: 18; GLP1R cytotox: 11%; KB-V1 MDR tox: 13%; DRD3 agonist: 8; GLP-1R inv ag: 6%; PTHR1 agonist: 0%

How did COc1ccc(OC)c(S(=O)(=O)N(C(C)=O)c2ccc3oc(=O)sc3c2)c1 do in these assays?
GLP1R ag: 3%; aSyn yeast inh: 7%; TDP43 rescue: -4%; DRD3 antagonist: 8; GLP1R cytotox: -13%; KB-V1 MDR tox: 18%; DRD3 agonist: 9; GLP-1R inv ag: 6%; PTHR1 agonist: inactive

What do the screens show for `O=C1C=C(c2ccc(Br)c3ccccc23)C[C@@H](c2ccc3c(c2)OCO3)C1`?
GLP1R ag: -6%; aSyn yeast inh: -1%; TDP43 rescue: 5%; DRD3 antagonist: 0; GLP1R cytotox: 20%; KB-V1 MDR tox: -1%; DRD3 agonist: -14; GLP-1R inv ag: inconclusive; PTHR1 agonist: -38%[inhibitor]

How did COC(=O)[C@H]1CCCN1C(=O)Nc1cccc(Oc2c(F)c(F)c(F)c(F)c2F)c1 do in these assays?
GLP1R ag: -3%; aSyn yeast inh: 1%; TDP43 rescue: 30%; DRD3 antagonist: -21; GLP1R cytotox: -5%; KB-V1 MDR tox: -22%; DRD3 agonist: -2; GLP-1R inv ag: -21%; PTHR1 agonist: -15%

How did Cc1ccc(S(=O)(=O)N(C)C)cc1NC(=O)c1cccs1 do in these assays?
GLP1R ag: -3%; aSyn yeast inh: -10%; TDP43 rescue: -1%; DRD3 antagonist: -5; GLP1R cytotox: -5%; KB-V1 MDR tox: 3%; DRD3 agonist: -8; GLP-1R inv ag: 9%; PTHR1 agonist: inactive

What do the screens show for `O=C(NC1CCOCC1)C1CCC(=O)N(Cc2cccc(C(F)(F)F)c2)C1` (stereo not given)?
GLP1R ag: 2%; aSyn yeast inh: -6%; TDP43 rescue: -15%; DRD3 antagonist: -8; GLP1R cytotox: 8%; KB-V1 MDR tox: inconclusive; DRD3 agonist: -6; GLP-1R inv ag: 5%; PTHR1 agonist: -18%

Results for O=C(Nc1nc([C@@H]2O[C@H](CO)[C@@H](O)[C@H](O)[C@H]2O)cs1)NC(c1ccccc1)c1ccccc1 ?
GLP1R ag: 0%; aSyn yeast inh: -1%; TDP43 rescue: 0%; DRD3 antagonist: 23; GLP1R cytotox: 6%; KB-V1 MDR tox: 4%; DRD3 agonist: 5; GLP-1R inv ag: 28%; PTHR1 agonist: -4%

Results for Cc1ccc(S(=O)(=O)N2[C@@H](c3ccc4c(c3)OCO4)C(C(=O)O)=C[C@H]2C(C)(C)C)cc1 ?
GLP1R ag: -1%; aSyn yeast inh: -14%; TDP43 rescue: 10%; DRD3 antagonist: 7; GLP1R cytotox: -3%; KB-V1 MDR tox: 0%; DRD3 agonist: 7; GLP-1R inv ag: -8%; PTHR1 agonist: -19%
